Source: PubChem (Broad Institute)
SIRT5 block: SIRT5 desuccinylase inhibitors, primary screen, biochemical, fluorescence imaging, single point, set 5; NAD-dependent protein deacylase sirtuin-5, mitochondrial (Homo sapiens), Q9NXA8; Purified SirT5, succinyl-peptide AMC, trypsin-coupled fluorescence; inhibition, % at 15 µM; hit rate 1.1% among 330,000; AID 652115, 2013; in the data active = inhibition above about 15%; inconclusive = no clear call, values can overlap the other calls
Target sequence (Q9NXA8 whole entry, looked up): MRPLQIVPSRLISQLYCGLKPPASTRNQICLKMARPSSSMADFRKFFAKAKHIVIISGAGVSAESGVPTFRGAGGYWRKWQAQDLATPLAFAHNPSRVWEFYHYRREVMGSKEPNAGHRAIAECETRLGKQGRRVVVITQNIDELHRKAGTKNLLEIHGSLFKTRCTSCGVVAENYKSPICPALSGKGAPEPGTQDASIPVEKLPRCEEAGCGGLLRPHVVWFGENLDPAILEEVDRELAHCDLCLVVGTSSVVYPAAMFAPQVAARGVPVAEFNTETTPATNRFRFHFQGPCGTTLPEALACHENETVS
C2C12 statin: suppressors of statin myotoxicity in C2C12 myotubes, primary screen, cell-based, single point, plate reader | rescue of ATP level, % at 7.49 µM | AID 602340, 2012 | C2C12 myotubes + simvastatin, ATP luminescence, 48 h; scaled: DMSO 0, geranylgeraniol control 100 | hit rate 0.78% among 330,000;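 active = mean ATP rescue above about 67%, or every replicate alone reaching that limit, limit read from the data, passing the limit was not always enough; inconclusive = no clear call, values can overlap the other calls; inactive = mean under the limit and some replicate under it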;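 note: myotubes were challenged with 10 µM simvastatin during compound exposure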
ERp5 block: inhibitors of ERp5-driven insulin aggregation, primary screen, biochemical, turbidity, absorbance 650 nm, single point; Protein disulfide-isomerase A6 (Homo sapiens), Q15084; 90 min; inhibition, % at 9.99 µM; hit rate 0.05% among 350,000;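 active = mean replicate inhibition above about 25%, with every replicate also reaching it, limit read from the data, passing the limit was not always enough; inconclusive = only one of those two criteria met; inactive = neither criterion met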
PglD inh: C. jejuni PglD acetyltransferase inhibitors, primary screen, biochemical, DTNB colorimetric, single point; inhibition, % at 12.5 µM; AID 602405, 2012; purified PglD enzyme, DTNB colorimetric CoA detection; UDP-N-acetylbacillosamine N-acetyltransferase PglD (Campylobacter jejuni); hit rate 0.098% among 360,000; in the data active = inhibition above about 16%, passing the limit was not always enough; inconclusive = no clear call, values can overlap the other calls; note: strong numbers were not always called active
DENV2 CPE rescue: inhibitors of DENV2 cytopathic effect, primary screen, cell-based, plate reader, single concentration; DENV2-infected cells, cytopathic effect rescue; CPE inhibition, % at 9.99 µM; hit rate 1.7% among 350,000; AID 651640, 2012; in the data active = CPE inhibition above about 20%, passing the limit was not always enough; inconclusive = no clear call, values can overlap the other calls; tested in BHK-21 cells;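 note: 0% = median of neutral control wells and 100% = median of positive control wells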
E-sel inducer: E-selectin induction in HUVECs, primary screen, imaging, HUVEC, immunofluorescence imaging, single point | P16581 | AID 686992, 2013 | hit rate 0.37% among 260,000 | normalized: neutral wells 0, TNF-alpha wells 100 | activation, % at 7.58 µM;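 active = mean E-selectin-positive cell signal at least 10% of the positive control, reached in at least 60% of replicates, without over 20% cell loss; inconclusive = no rule given, readout overlaps actives, possibly toxicity-flagged; inactive = the rest, including those meeting only one limit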;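 note: in these data hits start at about 27%; measured in HUVEC primary endothelial cells; signal is the percent of cells scored E-selectin positive by PE staining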
Target sequence (P16581 whole entry, looked up): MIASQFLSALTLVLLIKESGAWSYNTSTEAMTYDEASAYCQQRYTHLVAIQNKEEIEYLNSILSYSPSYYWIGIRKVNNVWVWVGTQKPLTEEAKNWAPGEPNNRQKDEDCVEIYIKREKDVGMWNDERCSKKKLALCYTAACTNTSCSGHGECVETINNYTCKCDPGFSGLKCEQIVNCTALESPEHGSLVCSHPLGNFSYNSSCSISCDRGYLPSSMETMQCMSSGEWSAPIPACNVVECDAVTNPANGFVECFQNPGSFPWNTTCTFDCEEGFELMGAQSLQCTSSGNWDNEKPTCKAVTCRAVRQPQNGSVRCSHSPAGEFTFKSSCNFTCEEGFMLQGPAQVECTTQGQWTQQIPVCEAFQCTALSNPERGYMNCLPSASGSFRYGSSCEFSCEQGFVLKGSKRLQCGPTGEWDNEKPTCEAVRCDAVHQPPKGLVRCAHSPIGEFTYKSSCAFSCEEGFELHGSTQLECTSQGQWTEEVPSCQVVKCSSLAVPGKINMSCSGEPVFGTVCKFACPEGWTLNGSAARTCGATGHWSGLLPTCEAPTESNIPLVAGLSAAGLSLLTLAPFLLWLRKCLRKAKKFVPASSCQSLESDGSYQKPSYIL
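Material: HUVEC primary endothelial cells; Amount: 3,000 cells per well; Dosing: single concentration; Medium: EGM-2 growth medium on 0.1% gelatin-coated wells; Read-out basis: percent E-selectin-positive cells; Signal: immunofluorescence imaging; Control set: TNF-alpha, DMSO.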
S100A4 MyoIIA: inhibitors of S100A4-myosin IIA peptide binding, primary screen, biochemical, fluorescence polarization, TAMRA-MyoIIA peptide; inhibition, % at 10.7 µM; hit rate 0.14% among 360,000; AID 652163, 2013;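 active = mean inhibition of at least 70% across replicates, with every replicate also reaching that level; inconclusive = mean inhibition reaches 70% but some replicates fall short; inactive = mean inhibition below 70%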
Target sequence (P26447 whole entry, looked up): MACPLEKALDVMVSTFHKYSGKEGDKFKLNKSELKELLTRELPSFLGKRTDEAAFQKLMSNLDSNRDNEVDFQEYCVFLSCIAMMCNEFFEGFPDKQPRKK
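incubation = readout 5 min after mixing, signal stable up to 60 min | system = S100A4 monomer protein | buffer or medium = HEPES pH 7.2 with CaCl2, KCl, NaCl, DTT, Triton | benchmarks = neutral control DMSO, positive control TFP | also added = fluorescent myosin IIA peptide, 5 nM | compound dosing = one concentration per compound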
Starred values were filed as active, the others as inactive; ? = inconclusive; . = not tested or not shown; & = joins results of further samples.

SMILES	SIRT5 block	C2C12 statin	ERp5 block	PglD inh	DENV2 CPE rescue	E-sel inducer	S100A4 MyoIIA
C[C@H](CO)N1C[C@H](C)[C@@H](CN(C)C(=O)C2CC2)Oc2ncc(C#Cc3ccccc3F)cc2C1=O	0	2	-3	0	-4	2.8	11
CCOc1ccc(CCNC(=O)c2cccc(S(=O)(=O)N3CCCCC3)c2)cc1OCC	-3	.	0	.	?	-1.2	-11
CC(=O)c1sc(NC(=O)COc2ccc(C(C)C)c(C)c2)nc1C	2	-1	-3	3	-4	0.1	-1
COc1cccc(-c2nnc3n2N=C(c2cc(OC)ccc2OC)CS3)c1	.	11	.	0	.	0.4	.
COc1ccc(Cc2noc(CN3CCCN(C4Cc5ccccc5C4)CC3)n2)cc1OC	1	-3	8	-3	8	.	-6
Cc1ccc2nc(SCC(=O)Nc3ccc(F)cc3)nc(=O)n2c1	-2	9	2	1	?	-0.1	6
O=C(Nc1sc2c(c1CN1CCOCC1)CCC2)c1ccc(F)cc1	-5	-1	1	1	-10	0.9	2
N#C[C@H]1[C@H](c2ccccc2-c2ccc(F)cc2)[C@H](CO)N1c1ncc(-c2ccccc2)s1	.	.	-5	.	6	-0.1	0
C[C@H](CO)N1C[C@H](C)[C@@H](CN(C)C(=O)CN2CCOCC2)Oc2ncc(-c3ccncc3)cc2C1=O	13	4	20	-2	-7	0.0	36
O=C(COc1ncnc2ccccc12)Nc1ccccc1[N+](=O)[O-]	4	.	1	.	2	3.5	1
COc1ccc2oc3cc(Cl)ccc3c(=O)c2c1	10	-11	9	3	7	0.5	1
O=C1C2C3CCC(C3)C2C(=O)N1c1ccc(OS(=O)(=O)c2ccccc2)cc1 (stereo not given)	12	.	3	.	-19	1.8	-6
CC(C)c1ccc(CN2C(=O)c3ccccc3S2(=O)=O)cc1	0	-11	-1	-3	2	.	-2
O=S(=O)(Cc1ccccc1)N1CC2(C1)[C@H](c1ccccc1)[C@@H](CO)N2CC1CCOCC1	1	.	-3	.	27*	-0.3	0
CC(C(=O)N1CCc2ccccc21)N1CCN(c2ccccn2)CC1 (stereo not given)	0	.	0	.	?	.	-3
CCOC(=O)c1oc2ccccc2c1NC(=O)CN1CCN(C)CC1	-2	.	-9	6	.	.	-2
COc1cccc(-c2ccc(C#N)c(=O)[nH]2)c1	-6	.	4	.	.	.	-5
Cc1ccc(NS(=O)(=O)c2ccc(-n3cccn3)cc2)cc1C	-4	164*	-20	10	-4	.	-1
N#CC1C(=O)NC(c2ccccc2)=CC1c1ccccc1 (stereo not given)	3	0	-13	4	5	.	0
COc1ccc(C=C2c3ccccc3C(=O)c3ccccc32)c(OC)c1	-1	.	2	.	-11	0.3	1
COc1ccc2c3c(n(C)c2c1)[C@@H](CO)N(C(=O)C1CCC1)CC31CCN(C)CC1	-4	.	5	.	5	0.1	-26
C[C@H](CO)N1C[C@H](C)[C@H](CN(C)Cc2ccc(Oc3ccccc3)cc2)Oc2ccc(NC(=O)Nc3ccc(F)cc3)cc2CC1=O	3	?	6	1	3	0.2	4
Cc1ccc(C(=O)C2CCN(C(=O)c3ccc(C)cc3)CC2)cc1	-1	-2	6	-3	-7	-0.2	3
CCOC(=O)c1cc(-c2ccc(OC)cc2)n(CCC(=O)NCCN2CCC(C)CC2)c1C	-1	.	1	.	-4	.	-42
O=C(CN1C(=O)CSc2ccccc21)NCCC1=CCCCC1	-1	20	-1	1	.	.	2
Cc1ccc(S(=O)(=O)CCC(=O)OCc2ccc(Cl)c(Cl)c2)cc1	-7	.	6	.	-1	.	15
Cc1ccc(NC(=O)CSc2nnc3n2CCCCC3)cc1S(=O)(=O)N1CCOCC1	.	-5	4	-1	?	-0.1	2
N#CCn1c(CN2CCCC2)nc2ccccc2c1=O	-1	2	0	3	9	.	-3
COc1ccc(CN2CCN(CC3CC3)CC2CCO)cc1C (stereo not given)	-3	2	6	4	-5	0.0	-2
C[C@H](CO)N1C[C@H](C)[C@H](CN(C)Cc2ccc(C(=O)Nc3ccccc3N)cc2)Oc2ccc(NC(=O)Nc3cccc4ccccc34)cc2C1=O	0	.	9	.	5	3.9	-1
Cc1noc(C)c1CSCC(=O)N(C)CC(=O)Nc1ccc(Cl)cc1	-2	-6	-2	-7	-4	-0.4	-4
CCOC(=O)N/N=C/c1cc(C)n(-c2ccccc2)c1C	-52	-4	3	.	1	.	2
CC1=C(C(=O)N2CCCCCC2)CC(CC(=O)NCCc2ccccn2)C(=O)N1CCC1=CCCCC1 (stereo not given)	.	.	5	.	6	0.0	12
Cc1noc(C)c1NC(=O)Nc1cccc2c1O[C@H](CN(C)S(=O)(=O)c1cccs1)[C@H](C)CN([C@H](C)CO)C2=O	-7	-43	-1	-10	1	0.0	25
C[C@@H]1CN([C@@H](C)CO)C(=O)c2cc(NC(=O)C3CCCCC3)ccc2O[C@@H](C)CCCCO[C@H]1CN(C)C(=O)Cc1ccccc1	1	.	2	0	-4	-0.1	-17
Clc1nc(Nc2ccc(N3CCOCC3)cc2)c2ccccc2n1	3	.	0	.	-2	.	1
C[C@@H]1CN([C@@H](C)CO)S(=O)(=O)c2ccc(C#Cc3cccc(F)c3)cc2O[C@H]1CN(C)S(=O)(=O)c1cn(C)cn1	5&-1&5	-4&5&6	5&-8&-2	4&1&-1	0&10&1	1.1&0.1	0&-9&7
COc1ccccc1NC(=O)C1CCCN(C(=O)Nc2ccc(F)cc2)C1 (stereo not given)	-3	-5	1	-2	-3	.	-7
COc1ccc(CNC(=O)c2ccc(-c3c(C)noc3C)c3ccoc23)cc1OC	0	17	6	6	-12	-0.1	-2
COc1ccccc1CCC(=O)OCC(=O)c1c(N)n(CC(C)C)c(=O)n(C)c1=O	4	14	-8	6	-1	0.6	2
NNC(=O)c1ccccc1OCc1ccccc1	-5	-11	7	5	-2	0.1	-7
O=C(Nc1ccccc1C(F)(F)F)C1CCN(C(=O)Cc2ccccc2)CC1	-6	.	4	6	1	0.0	-3
Cc1nc(Nc2ccc(Cl)cc2)c2oc3ccccc3c2n1	-2	-10	4	.	-5	0.1	3
COC(=O)c1cccc2c([N+](=O)[O-])c(NC(C)=O)cc(C(=O)OC)c12	.	.	-2	.	?	-0.2	-12
C[C@@H]1CCCCO[C@H](CN(C)C(=O)C2CCCCC2)[C@@H](C)CN([C@H](C)CO)C(=O)c2cc(NC(=O)CCC(F)(F)F)ccc2O1	-5	.	-3	-2	8	-0.1	-1
COc1ccc(NC(=O)Nc2cccc3c2O[C@H](CN(C)C(=O)Nc2ccc(OC)cc2)[C@H](C)CN([C@H](C)CO)C3=O)cc1	4	-4	6	0	-3	-0.3	-1
O=C(CSc1n[nH]c(-c2ccccc2)n1)Nc1ccc(F)cc1F	2	.	4	6	6	-0.3	-4
OC[C@@H]1[C@H](c2ccc(C#CC3CC3)cc2)[C@@H]2CN(CCC(F)(F)F)CCCCN12	2	.	4	-1	13	.	5
C=CCNC(=S)NNC(=O)c1ccc(OCCCC)cc1	-7	-5	1	-6	.	.	-2
COc1cc(/C=C2\NC(=S)N(C)C2=O)ccc1OCc1ccccc1F	-2	1	1	-1	-2	1.8	-1
CCOc1ccc(NC(=O)CCS(=O)(=O)c2ccc(C)cc2)cc1	0	0	2	7	5	-0.1	0
CN(Cc1cnccn1)Cc1cn(Cc2ccccc2)nc1-c1ccc2c(c1)OCO2	-2	.	2	.	-10	11	-3
O=C1NCCN(Cc2cccc(Oc3ccccc3)c2)C1CC(=O)N1CCCCO1 (stereo not given)	-3	.	-4	.	3	0.1	4
Cc1ccc(NC2=C(Cl)C(=O)c3ccccc3C2=O)cc1	-3	-495	-5	-2	83*	1.9	-4
COc1cc(C(=O)Nc2ccc(C#N)cc2)c([N+](=O)[O-])cc1OC	0	.	-4	.	-5	3.0	-14
C[C@H](NC(=O)C(c1ccccc1)c1ccccc1)c1ccccc1	2	7	1	-3	-1	-0.1	-3
COC(=O)c1ccccc1NC(=O)c1cc[n+](C)cc1	0	7	1	2	3	.	-6
O=C(c1cnccn1)N1CC[C@@H]2[C@H](CO)Nc3ccc(-c4ccccc4)cc3[C@@H]21	1	-9	1	3	?	0.6	9
CO[C@@H](CN(C)Cc1ccc2c(c1)OCO2)[C@H](C)CN(C(=O)Nc1ccc(F)cc1)[C@H](C)CO	3	7	-1	-4	-1	1.1	9
COCCCNC(=O)CN(CCc1ccccc1)S(=O)(=O)c1ccccc1	-2	.	-3	.	1	.	2

Six of the compounds above, with two lines to a compound:
Value order – SIRT5 block	C2C12 statin	ERp5 block	PglD inh	DENV2 CPE rescue	E-sel inducer	S100A4 MyoIIA
- COc1cc(/C=C2\NC(=S)N(C)C2=O)ccc1OCc1ccccc1F
    -2	1	1	-1	-2	1.8	-1
- CCOc1ccc(NC(=O)CCS(=O)(=O)c2ccc(C)cc2)cc1
    0	0	2	7	5	-0.1	0
- CN(Cc1cnccn1)Cc1cn(Cc2ccccc2)nc1-c1ccc2c(c1)OCO2
    -2	.	2	.	-10	11	-3
- O=C1NCCN(Cc2cccc(Oc3ccccc3)c2)C1CC(=O)N1CCCCO1 (stereo not given)
    -3	.	-4	.	3	0.1	4
- Cc1ccc(NC2=C(Cl)C(=O)c3ccccc3C2=O)cc1
    -3	-495	-5	-2	83*	1.9	-4
- COc1cc(C(=O)Nc2ccc(C#N)cc2)c([N+](=O)[O-])cc1OC
    0	.	-4	.	-5	3.0	-14

Additional structures:
SMILES	SIRT5 block	C2C12 statin	ERp5 block	PglD inh	DENV2 CPE rescue	E-sel inducer	S100A4 MyoIIA
CCCN(C(=O)CSc1nnnn1C)C1CCS(=O)(=O)C1 (stereo not given)	0	.	6	.	9	.	-1
O=C(Cn1cnc2c(cnn2-c2ccc(F)cc2)c1=O)NCCc1ccccc1	.	4	-1	1	-1	0.4	3
CC(OC(=O)c1ccc(Cl)c(S(N)(=O)=O)c1)C(=O)NCC1CCCCC1 (stereo not given)	2	4	-13	-5	10	-0.2	-1
O=C(NCc1nc2ccccc2[nH]1)c1cccc(S(=O)(=O)N2CCCCC2)c1	.	.	1	.	-2	.	5
O=C(CC(F)(F)F)N1C[C@H]2[C@@H](c3ccccc31)[C@@H](CO)N2C(=O)C1CC1	-1	2	0	-1	-6	0.0	8
Cc1ccc(CN(C)C[C@H]2OCc3cn(nn3)CCCC(=O)N([C@@H](C)CO)C[C@@H]2C)cc1	-1	6	-2	0	-1	0.2	4
C[C@@H]1CN([C@H](C)CO)C(=O)c2cc(C#CC3CC3)cnc2O[C@@H]1CN(C)C(=O)c1ccc(F)cc1	-2	-4	-9	-3	8	0.2	-6
Cc1ccc(NC(=O)CN2C(=O)NC3(CCCc4ccccc43)C2=O)c([N+](=O)[O-])c1 (stereo not given)	-5	1	13	-2	-1	.	-7
Cc1cccc(-c2ccc([C@H]3[C@H]4CN(S(=O)(=O)c5cccc(C)c5)CCCCN4[C@H]3CO)cc2)c1	13	.	-2	-1	29*	-0.1	-3
CCc1c(C#N)c(=O)[nH]c(=O)n1-c1ccccc1	-1	.	3	.	0	.	-2
COc1ccc2[nH]c3c(c2c1)CCN1C(=O)C(CC(=O)NCc2ccc(OC)c(OC)c2)C[C@H](C(=O)N2CCOCC2)[C@@]31C (stereo not given in full)	1	-3	-4	1	3	-0.1	-5

Not all compounds are listed, so the mix of outcomes need not match the whole.
